# IP6K1 inhibitor – inhibitors of human IP6K1; Q92551; actives 0.81% (n = 140,000); activity change, % (series mostly up to about 58 µM); IP6K1 kinase, ADP-Glo luminescence, 2 h; active compounds read low; in the data active means activity change below about -25%
#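 ADP-Glo luminescence measures ADP made by human IP6K1 during a 2 h RT reaction with ATP/IP6 (mix at 1.3 mM/130 uM); top library doses 57.5 and 19.1 uM final.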
# HEK cytotox – HEK 293 cell cytotoxicity. HEK 293 viability, ATP luminescence (CellTiter-Glo), 48-72 h. actives 6.6% (n = 94,000). Potency, µM (titrated, usually from 115 µM), for inactives: top-dose activity change, negative = cytotoxicity, most hits filed as inhibitors; further: potency means the concentration at half of the fitted maximal effect; nearly all actives have a fitted effect of over 60% in size
#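 HEK 293 cells at 250 cells/well were exposed to compounds by pintool transfer for 48 or 72 hr at 37 degree Celsius, 5% CO2. Viability was read as ATP-coupled luminescence with CellTiter-Glo after 10 min at room temperature.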
# Luciferase inh – blocks purified firefly luciferase enzyme activity. P08659. purified P. pyralis luciferase, luminescence, biochemical. Potency, µM (titrated, usually from 115 µM), for the others: top-dose activity change, negative = inhibition, usual class: inhibitors. actives 2.5% (n = 76,000). AID 1347043; further: potency means the concentration at half of the fitted maximal effect; nearly all actives have a fitted effect of over 65% in size
# Target sequence (P08659 whole entry, looked up): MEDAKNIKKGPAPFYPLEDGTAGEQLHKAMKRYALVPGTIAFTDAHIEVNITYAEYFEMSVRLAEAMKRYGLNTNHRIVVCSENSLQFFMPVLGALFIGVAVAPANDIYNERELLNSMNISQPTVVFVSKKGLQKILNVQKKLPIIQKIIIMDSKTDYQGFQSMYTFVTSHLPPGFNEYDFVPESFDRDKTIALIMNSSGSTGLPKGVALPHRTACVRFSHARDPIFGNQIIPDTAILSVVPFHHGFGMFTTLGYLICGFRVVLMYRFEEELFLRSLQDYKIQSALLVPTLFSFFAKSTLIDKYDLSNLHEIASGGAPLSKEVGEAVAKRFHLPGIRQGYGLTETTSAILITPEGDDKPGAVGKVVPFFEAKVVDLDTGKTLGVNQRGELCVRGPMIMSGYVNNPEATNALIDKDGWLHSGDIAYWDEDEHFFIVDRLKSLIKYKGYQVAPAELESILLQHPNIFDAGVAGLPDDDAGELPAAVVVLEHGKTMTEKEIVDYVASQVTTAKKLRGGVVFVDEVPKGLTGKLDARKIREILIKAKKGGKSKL
#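 Purified P. pyralis luciferase (10nM final) in 50mM Tris acetate pH 7.5, 10mM Mg acetate, 0.01% Tween-20, 0.05% BSA with 10uM D-luciferin and 10uM ATP. Compounds titrated qHTS. Luminescence imaged on CCD.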
# 3T3 cytotox – cytotoxic compounds in NIH 3T3 cells; NIH 3T3 viability, CellTiter-Glo ATP luminescence, 48-72 h; Potency, µM (highest dose often 96.7 µM), without a hit: at the highest dose activity change, negative = cytotoxicity, usual class: inhibitors; actives 4.3% (n = 94,000); further: potency means the concentration at half of the fitted maximal effect; nearly all actives have a fitted effect of over 55% in size
#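 Mouse fibroblast NIH 3T3 cells, 400 per well, received compound via pintool and were incubated for 48 or 72 hr prior to CellTiter-Glo ATP luminescence measurement.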
# GPT2 inh – inhibitors of human GPT2 alanine aminotransferase | Q8TD30 | Recombinant GPT2, coupled pyruvate oxidase/HRP Amplex Red fluorescence | Potency, µM (titrated, usually from 57.7 µM), inactives show top-dose activity change, negative = inhibition, hits mostly inhibitors | actives 0.25% (n = 100,000); further: potency means the concentration at half of the fitted maximal effect; nearly all actives have a fitted effect of over 60% in size; many of its hits are not listed in these tables
# Target sequence (Q8TD30 whole entry, looked up): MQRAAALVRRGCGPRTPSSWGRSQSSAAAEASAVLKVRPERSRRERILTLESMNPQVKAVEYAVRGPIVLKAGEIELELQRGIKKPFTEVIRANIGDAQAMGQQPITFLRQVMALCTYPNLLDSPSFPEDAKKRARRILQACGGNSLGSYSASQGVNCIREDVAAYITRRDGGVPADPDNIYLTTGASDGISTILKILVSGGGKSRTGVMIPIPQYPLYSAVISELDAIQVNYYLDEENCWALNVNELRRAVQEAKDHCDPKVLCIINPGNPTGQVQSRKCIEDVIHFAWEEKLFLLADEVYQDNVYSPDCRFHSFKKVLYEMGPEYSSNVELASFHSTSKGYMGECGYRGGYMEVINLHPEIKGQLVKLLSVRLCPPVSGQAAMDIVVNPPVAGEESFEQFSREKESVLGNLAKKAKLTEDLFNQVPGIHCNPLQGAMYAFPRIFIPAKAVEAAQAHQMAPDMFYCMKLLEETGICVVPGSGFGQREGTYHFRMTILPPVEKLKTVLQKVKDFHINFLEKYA
#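 Fluorescence of coupled pyruvate oxidase/HRP/Amplex Red system (50uM Amplex, 30 min, dark) reports pyruvate formed by GPT2. Enzyme reaction: 10ng/uL GPT2, 2mM L-alanine, 250uM a-KG, 30 min room temperature, pH 7.5; 50uM AOA control.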
# SNCA expr inh – reduces expression of the alpha-synuclein gene; Potency, µM (doses to about 57.2 µM), for inactives: at the highest dose activity change, negative = inhibition, most hits filed as inhibitors; actives 0.17% (n = 140,000); HEK-293 SNCA-luciferase knock-in, luminescence, 24 h; AID 1671194;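 further: potency means the concentration at half of the fitted maximal effect; plate controls were DMSO cells for no effect and cell-free wells for full effect; nearly all actives have a fitted effect of over 45% in size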
# HEK293 viab – counter-screen for SNCA expression inhibitors: cell viability | AID 1671193 | Potency, µM (top dose mostly 57.1 µM), for inactives: top-dose activity change, negative = cytotoxicity, usual class: cytotoxic | actives 0.12% (n = 150,000) | HEK-293-SNCA-luc viability, GF-AFC fluorescence, 24 h;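 further: potency means the concentration at half of the fitted maximal effect; 0% = DMSO-treated cells and -100% = medium-only wells without cells; nearly all actives have a fitted effect of over 30% in size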
#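 HEK-293-SNCA-luc cells (1500/well) plated 24 h, then exposed 24 h to a dilution series; GF-AFC added 30 min at 37C, fluorescence 405/540 nm; normalised to medium-only and DMSO wells, Hill fit.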
# Active calls of the source: *; i = inactive; ? = inconclusive; · = not tested or not shown; & = joins results of further samples; [ ] = dose if it differs, or a comment. Unless noted, the call rests on the fitted dose curve; in most records, active means well fitted curve in the direction sought with a large enough effect; inconclusive means small, poorly fitted or top-dose-only effect, or another doubt; inactive means no such curve, though single readings can be large; an effect the other way counts as inactive or inconclusive. Unless noted, on the % scale 0 is the no-effect control and ±100 the full control effect. This is a subset; count on the stated rates, not on these rows.
SMILES,IP6K1 inhibitor,HEK cytotox,Luciferase inh,3T3 cytotox,GPT2 inh,SNCA expr inh,HEK293 viab
Cc1cc(Cl)ccc1OCCCC(=O)NO,·,·,·,·,-7%,-30%,-6%
COCCn1c(=O)n([C@H]2CCCN(C(=O)c3cc4ccccc4[nH]3)C2)c2ncccc21,31,?,8%,?,i,-27%,-9%
N#Cc1ccc(S(=O)(=O)NCC(=O)N2CCCCCNC(=O)CC2c2ccccc2)cc1 (configuration not stated),6,5%,4%,-10%,-5%,14%,-2%
COC(=O)c1ccccc1NC(=O)c1noc2c1CSc1ccccc1-2,5,·,·,·,·,51%[activator],-18%
COc1ccc(Cn2ccc3nc(C)c(C(=O)NCc4ccc(F)cc4)cc3c2=O)cc1,-2,·,·,·,·,-24%,-24%
CN(CCc1ccccn1)[C@H]1[C@@H]2OC[C@@H](O2)[C@@H](NC(=O)Nc2ccc(F)cc2)[C@@H]1O,7,i,3%[172 µM],-20%[174 µM],?,6%[87.6 µM],-12%[87.6 µM]
CC(=O)N1CCC(C2CCN(Cc3ccc(C#N)cc3)C2)CC1 (configuration not stated),4,-20%,-3%,-18%,-4%,44%[activator],-4%[12.5 µM]
COCCn1ncc(N2CCC(NC(=O)Cc3ccc(F)cc3)CC2)cc1=O,-5,-18%,-2%,-6%,-9%,-25%,1%
CS(=O)(=O)c1ccc(CN2CCOC[C@H]2c2ncc(-c3cccc(Cl)c3)[nH]2)cc1,9,?,-3%[172 µM],-25%[174 µM],1%[88.5 µM],2%[87.6 µM],-3%[87.6 µM]
COc1cc(/C=C/C=O)cc(OC)c1O[C@@H]1O[C@H](CO)[C@@H](O)[C@H](O)[C@H]1O,-8,·,·,·,i,·,-11%
COc1ccc(-c2c(C)c3ccc(O)c(CN4CCCC(C)C4)c3oc2=O)cc1OC (configuration not stated),10,·,·,·,·,?,?
COc1ccc2c(c1)nc1n2[C@@H](CN(Cc2nccs2)Cc2nccs2)COC1,-13,?,2%[172 µM],?,0%[88.5 µM],-30%[87.6 µM],-3%[87.6 µM]
CCOC(=O)c1[nH]c(C)c(C(=O)NCc2ccccc2Cl)c1C,19,·,·,·,·,15%,-19%
CCOc1ccc(NC(=O)c2nn(C)c3c2CS(=O)(=O)c2ccccc2-3)cc1,2,·,·,·,·,30%[activator],3%
O=C(c1cnn2ncccc12)N1CCOCC1,-7,-12%[172 µM],?,-5%[138 µM],i,122%[activator][87.6 µM],-21%[87.6 µM]
COc1ccc(N2Cc3c(NCc4cccs4)ncnc3N(C)CC2=O)cc1,-24,2%,-5%,-19%,i,8%,0%
COCCNC(=O)c1nc2cccnc2n(Cc2ccc(OC)cc2)c1=O,17,-7%,·,-16%,-1%,15%,-6%
CCn1nccc1C(=O)N1CCCN(S(C)(=O)=O)c2ccccc21,-1,-18%,6%,-8%,-5%,4%,?
COc1ccc(-c2cc(C(=O)Nc3ccccc3Cl)c3cnn(C)c3n2)cc1,7,?,·,?,·,·,·
CN1c2cc(C(=O)Nc3ccc(OC(F)(F)F)cc3)ccc2C(=O)N2CCCCCC21 (configuration not stated),10,?,?,?,-5%,-12%,7%[12.5 µM]
COc1cccc(CC(=O)N2CCCCCCNC(=O)[C@H]3C[C@H](c4nc(C(C)C)no4)C[C@H]32)c1,-2,-27%,-1%,-27%,i,6%,-21%
COc1cccc(CN2CCCC(NC(=O)c3cn4ccsc4n3)C2)c1 (configuration not stated),-4,?,2%,-15%,1%,6%,0%
COc1ccc(NC(=O)Cn2c(=O)n(Cc3ccco3)c(=O)c3sc4ccccc4c32)cc1Cl,1,·,·,·,·,?,-17%
CCOc1ccc(/C=C/c2nc(C#N)c(Nc3ccc(OC)cc3)o2)cc1,-9,·,·,·,·,7%,5%
CC(C)N1C(=O)C(CC(=O)Nc2cccc(OC(F)(F)F)c2)=C2CCCCC21 (configuration not stated),27,?,0%,?,i,-25%,-10%
CCOc1nc2cccc(C(=O)O)c2n1Cc1ccc(-c2ccccc2-c2nn[nH]n2)cc1,-5&21,·,·,·,i,3%[25.6 µM],-9%
COc1ccc(N2CC(c3noc(-c4cc(C)cc(C)c4)n3)CC2=O)cc1 (configuration not stated),23,?,-5%,?,?,-7%,-8%
COc1cccc(CN(C)Cc2ccc(-c3ccccc3)cc2)c1,-7,?,-11%[172 µM],?,i,57%[activator][87.6 µM],?
COc1ccc(-n2ccnc(NCCc3ccc(S(N)(=O)=O)cc3)c2=O)cc1Cl,0,·,·,·,·,-19%,-8%
Cc1ccccc1OCC(=O)Nc1nnc(SCc2cc(=O)n3cc(Cl)ccc3n2)s1,-1,·,·,·,·,7%,1%

# Reprinted at random: 5 records from the list.
SMILES,IP6K1 inhibitor,HEK cytotox,Luciferase inh,3T3 cytotox,GPT2 inh,SNCA expr inh,HEK293 viab
COc1cccc(CC(=O)N2CCCCCCNC(=O)[C@H]3C[C@H](c4nc(C(C)C)no4)C[C@H]32)c1,-2,-27%,-1%,-27%,i,6%,-21%
Cc1ccccc1OCC(=O)Nc1nnc(SCc2cc(=O)n3cc(Cl)ccc3n2)s1,-1,·,·,·,·,7%,1%
CCOc1nc2cccc(C(=O)O)c2n1Cc1ccc(-c2ccccc2-c2nn[nH]n2)cc1,-5&21,·,·,·,i,3%[25.6 µM],-9%
COc1cccc(CN2CCCC(NC(=O)c3cn4ccsc4n3)C2)c1 (configuration not stated),-4,?,2%,-15%,1%,6%,0%
COc1ccc(-n2ccnc(NCCc3ccc(S(N)(=O)=O)cc3)c2=O)cc1Cl,0,·,·,·,·,-19%,-8%

# Next results follow:
SMILES,IP6K1 inhibitor,HEK cytotox,Luciferase inh,3T3 cytotox,GPT2 inh,SNCA expr inh,HEK293 viab
O=C(NCCCc1ccccn1)c1ccc2nc(-c3ccc(F)cc3)cn2c1,2,45µM*,?,?,2%,103%[activator],-9%
CC(C)n1cnnc1CN(C)c1nc(N)nc2nc[nH]c12,-7,-7%,-2%,1%,-7%,12%,1%
COc1ccc(NC(=O)N[C@H]2CO[C@H]3[C@@H]2OC[C@@H]3n2nnnc2Oc2ccc(-n3cncn3)cc2)cc1,5,i,6%,-5%,1%,-11%,2%
COc1ccc(CN2CCC3(COc4ncccc4[S+](=O)([O-])N3)C2)cc1 (configuration not stated),1,-7%,·,-4%,?,-23%,11%
Cc1ccc(CNC(=O)C2(c3ccc(NC(=O)C4CC4)cc3)CCCCC2)o1,8,45µM*,-3%,?,2%,-21%,6%
CC(C)(C)n1cc(-c2cc(C(=O)N3C[C@H]4CC[C@H]3C4)c3ccccc3n2)cn1,34,?,2.8µM*,?,0%[11.5 µM],23%,-12%
CC(C)(C)c1ccc(C(=O)NNc2ncnc3c2cnn3-c2ccc(Cl)cc2)cc1,31,·,·,·,·,37%[activator],7%
CC1CCN(S(=O)(=O)c2ccc3[nH]ccc3c2)CC1,23,·,·,·,·,29%,-4%
CC(C)c1nc(-c2ccc(OC3CCN(C(=O)Cc4cccc(F)c4)C3)cc2)no1 (configuration not stated),-1,?,·,?,?,-19%,-7%
COCCNC(=O)CSc1nnc(NC(=O)Nc2ccc(C)cc2)s1,-3,·,·,·,·,106%[activator],-4%

# Entries of single compounds, looked up by structure. Values in the order: IP6K1 inhibitor	HEK cytotox	Luciferase inh	3T3 cytotox	GPT2 inh	SNCA expr inh	HEK293 viab
# COC(=O)c1ccccc1NC(=O)c1noc2c1CSc1ccccc1-2 as listed: 5	·	·	·	·	51%[activator]	-18%
# CCOc1nc2cccc(C(=O)O)c2n1Cc1ccc(-c2ccccc2-c2nn[nH]n2)cc1 as listed: -5&21	·	·	·	i	3%[25.6 µM]	-9%

# Next results.
SMILES,IP6K1 inhibitor,HEK cytotox,Luciferase inh,3T3 cytotox,GPT2 inh,SNCA expr inh,HEK293 viab
O=C(Cc1cnc[nH]1)N1Cc2ccccc2CC2(CCCN(CC3CCNCC3)C2)C1 (configuration not stated),1,-10%,·,-1%,i,10%,8%
CO[C@H]1C[C@@H]2CC[C@@H](C)[C@@](O)(O2)C(=O)C(=O)N2CCCC[C@H]2C(=O)O[C@H]([C@H](C)C[C@@H]2CC[C@H](n3cnnn3)[C@H](OC)C2)CC(=O)[C@H](C)/C=C(\C)[C@@H](O)[C@@H](OC)C(=O)[C@H](C)C[C@H](C)/C=C/C=C/C=C/1C,-9,·,·,·,i,·,-36%[23.9 µM]
O=C(c1ccccn1)N1CCCCCCn2c(nnc2-c2ccc(F)cc2)CC1,-2,2%,-6%,-18%,i,5%,-10%
Cc1ccccc1C(=O)N1CCN(CCn2nc3n(c2=O)CCCC3)CC1,-9,i,·,-2%,·,·,·
CCC(c1cccs1)N1C(=O)[C@H]2CN(C(=O)NC)C[C@H]2C1=O (some centres not stated),-5,2%,-2%,i,i,30%,?
CCOc1cc(-c2ccc(OC(=O)c3ccccc3)c(OC)c2)cc(=O)c2c(C)oc(C)c12,-1,·,·,·,·,-9%,?
COc1cccc(Nc2cc3c(cn2)CN(Cc2ccncc2)CCN3)c1,-2,?,?,?,2%[88.5 µM],0%[87.6 µM],-23%[87.6 µM]
CCN(CC)c1ccc(-c2nc(-c3ccccc3C)no2)cc1[N+](=O)[O-],-13,·,·,·,·,?,0%
COC(=O)C1=CN(CC(=O)Nc2ccc(C(C)C)cc2)S(=O)(=O)N=C1C,-4,-19%,1%,-5%,i,17%,-8%
CC1=NOC2(CCN([S+](=O)([O-])c3cccs3)C2)C1 (configuration not stated),7,-8%[172 µM],-9%[172 µM],-12%[138 µM],?,18%[87.6 µM],7%[87.6 µM]
CCNC(=O)N1C[C@@H](Oc2ccccc2)C[C@@H]1C(=O)N1CCOCC1,13,-11%,8%,-17%,0%,4%,14%
COc1cc(NS(=O)(=O)c2ccc(N)cc2)nc(OC)n1,4,·,·,·,-43%,-3%,-4%
O=C(c1ccccc1)N1CCC(C(=O)N2CCCC2c2nc3ccncc3[nH]2)CC1 (configuration not stated),-4,-14%,·,-8%,?,-7%,11%
Cc1ccc(CNC(=O)Cn2c(=O)c(-c3noc(C)n3)c3n(c2=O)CCCC3)cc1,23,-5%,-8%,5%,i,-17%,7%
NS(=O)(=O)c1cc(C(=O)O)cc(N2CCCC2)c1Oc1ccccc1,20,·,·,·,5%,-18%[25.6 µM],39%[23.9 µM]
O=C1NCCCCCCN(C(=O)Cc2cccnc2)[C@@H]2C[C@@H](c3nc(-c4cnccn4)no3)C[C@H]12,0,i,-6%,-8%,-13%,12%,-6%
COc1ccc(C(=O)N2CCCN(c3nc4ncccc4o3)CC2)cc1,-2,-20%,4%,-23%,i,-17%,-21%

# Single entries from the results shown.
# HEK293 viab, CCNC(=O)N1C[C@@H](Oc2ccccc2)C[C@@H]1C(=O)N1CCOCC1 reads 14%
# GPT2 inh, CC(C)(C)n1cc(-c2cc(C(=O)N3C[C@H]4CC[C@H]3C4)c3ccccc3n2)cn1 reads 0%[11.5 µM]
